High-throughput results (PubChem)
Neddylation inh: blocks human cullin neddylation. TR-FRET cullin neddylation, biochemical. P61081+Q13564. actives 0.58% (n = 360,000). calls only at 25 µM; in the data active = inhibition above about 36%
SKN-1 inh: C. elegans SKN-1 inhibition; C. elegans VP596 Pgst-4::GFP/RFP ratio, acrylamide-induced, 24 h; inhibition, % at 21.8 µM; actives 0.49% (n = 360,000); AID 624304;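 active = interference check ratio from 0.5 to 1.5 plus GFP to RFP signal ratio inhibition reaching or exceeding a fixed threshold, cut at about 30% in these data, passing the limit was not always enough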; also: some compounds called inactive have numbers as strong as hits
bovine MsrA act: activators of bovine methionine sulfoxide reductase A; purified bovine MsrA, absorbance read-out; actives 0.3% (n = 360,000); activation, % at 10.6 µM; in the data active = activation above about 7.5%;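 also: 0% = vehicle and 100% = reference activator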
Rin1-Abl PPI inh: human Rin1-Abl interaction inhibition; P00519+Q13671; TR-FRET Rin1/Abl binding, biochemical; inhibition, % at 7.35 µM; actives 0.4% (n = 360,000); AID 588664; in the data active = inhibition above about 5%, passing the limit was not always enough
FAS-TE inh: blocks the thioesterase domain of human fatty acid synthase. P49327. recombinant FAS-TE, OMFH fluorogenic substrate, fluorescence endpoint. inhibition, % at 15 µM. actives 0.67% (n = 360,000);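 active = compounds whose normalised, plate-corrected inhibition of enzyme fluorescence in the single-dose primary screen is 50% or more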;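 also: 0% = DMSO with enzyme and 100% = substrate without enzyme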
MT1-MMP act inh: blocks activation of human MT1-MMP; P50281; HT1080 RFP-PRO-GFP cells, GFP/RFP ratio fluorescence, overnight; percent of plate control window, DMSO zero; GFP/RFP ratio change, % at 20 µM; actives 0.061% (n = 360,000);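 active = GFP/RFP ratio change of at least 30% with cell ATP level not reduced by more than half and red fluorescence within 50% of control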; also: strong numbers were not always called active
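Compound: 20 µM single dose, 1% DMSO / System: HT1080 RFP-PRO-GFP cells / Controls: DMSO and RFP-L50D-GFP cell wells / Read-out basis: GFP/RFP fluorescence ratio / Schedule: overnight compound exposure at 37 °C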
eLon inh: inhibits E. coli Lon protease; purified E. coli Lon protease, fluorescence polarization; actives 0.42% (n = 360,000); inhibition, % at 7.94 µM; in the data active = inhibition above about 13%, passing the limit was not always enough;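 also: 0% = enzyme with probe and DMSO and 100% = no enzyme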
MsrA inh: bovine MsrA inhibition. purified bovine MsrA, absorbance read-out. inhibition, % at 15.5 µM. actives 0.75% (n = 360,000). AID 651718; in the data active = inhibition above about 4.5%;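 also: 0% = vehicle wells with enzyme and 100% = reference inhibitor wells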
NRP1-CendR mod: modulators of CendR peptide binding to human neuropilin-1 | O14786 | FAM-RPARPAR peptide binding to NRP-1, fluorescence polarization | inhibition, % at 25 µM | actives 0.85% (n = 360,000);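 active = inhibition or corrected inhibition above about 18%, plus a signal ratio from 0.5 to 1.5, limit read from the data, passing the limit was not always enough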; also: strong numbers were not always called active
Numbers without * were called inactive; i = inactive; nt = not tested or not shown.

SMILES	Neddylation inh	SKN-1 inh	bovine MsrA act	Rin1-Abl PPI inh	FAS-TE inh	MT1-MMP act inh	eLon inh	MsrA inh	NRP1-CendR mod
CSCCC(NC(=O)c1ccc(Cl)cc1)C(=O)OCC(=O)Nc1cc(Cl)ccc1C#N (centres undefined)	i	3	-4	-19	3	-2	1	-1.0	-8
CCc1nc2ccc(C(=O)N3CCN(C(C)=O)CC3)cn2c1N(CC)C(C)=O	i	5	-1	1	-6	1	-11	-0.4	1
CCCn1c(O)c(N=NC(=O)CNC(=O)/C=C/c2ccc(OC)cc2)c2ccccc21	i	-7	-6	-3	5	2	0	0.3	-6
CCOc1cc(N2CCOCC2)c(OCC)cc1NC(=O)CN1C(=O)NC(CC)(c2ccc(F)cc2)C1=O (centres undefined)	i	10	-9	1	-1	1	-6	0.0	-16
COc1ccc(Cl)cc1N(CC(=O)NCCSc1ccccn1)S(=O)(=O)c1ccccc1	i	11	-1	3	6	2	6	-0.6	6
CC1Cc2ccccc2N1C(=O)c1cc2cccnc2n(C)c1=O (centres undefined)	i	-3	-3	2	1	-2	-15	2.5	2
O=C(NNC(=O)c1nc2ccccc2[nH]1)OCc1ccccc1	i	6	-1	0	-6	5	9	0.3	2
CC1=C(C(=O)N(C)C)CC(CC(=O)NCc2ccco2)C(=O)N1CCC1=CCCCC1 (centres undefined)	i	13	-6	2	1	-3	1	-0.1	-4
CCc1ccc(-c2nnn(CCC(=O)OC)n2)cc1	i	22	-1	4	-7	5	-3	-0.6	-2
Cc1cc(C)cc(NC(=S)Nc2cccc3cnccc23)c1	i	9	-2	0	0	0	-6	1.4	17
COc1ccc(NC(=O)c2ccc(COc3ccc(C)cc3)o2)cc1	i	-6	-1	0	5	-4	-1	0.8	-8
COc1ccc(S(=O)(=O)N2CCCN(CC(=O)Nc3ccc(OC)c(Cl)c3)CC2)cc1	i	-6	-3	1	10	-25	0	1.1	12
Cc1ccccc1NC(=S)NCC1CCC(CNC(=S)Nc2ccccc2C)CC1 (centres undefined)	i	5	-2	0	7	4	2	-0.9	7
CCCOc1ccc(N2C(=O)CC(NCCc3ccc(S(N)(=O)=O)cc3)C2=O)cc1 (centres undefined)	i	4	-10	0	-8	-5	2	-0.1	4
COc1ccc(C(=O)NCC(=O)NCC2(N(C)C)CCCCC2)cc1OC	i	9	0	-3	-7	4	-3	-0.3	-3
O=C(Nc1cccc(C(F)(F)F)c1)c1ccc(-n2cncn2)nc1	i	-4	-9	1	-7	1	-2	-1.2	1
Nn1cnnc1N/N=C/c1ccc(F)cc1	i	4	7	4	-2	1	-3	0.3	11
CCCN1CCN(C(=O)Cn2nc(CC)n3c(cc4sccc43)c2=O)CC1	i	-2	-9	-6	-8	2	-5	-0.4	-8
CC(=O)Nc1n[nH]c(S(=O)(=O)Cc2ccc(Cl)cc2Cl)n1	i	0	-3	1	-11	4	11	1.2	5
Cc1ccc(C)c(NC(=O)CN(C)C(=O)Cc2ccccc2)c1	i	10	-3	-3	-5	2	-2	2.3	3
CCCc1cc(=O)oc2cc3oc(C)c(C)c3cc12	i	3	1	-4	-1	-4	3	-0.5	10
CC1(C)CC(=O)C2=C(C1)OC(N)=C(C#N)C2c1ccc(OC(=O)N2CCOCC2)cc1 (centres undefined)	i	6	-6	1	-4	-2	-3	-0.5	-4
C=CCOc1c(CNc2cccc(C(=O)O)c2)cccc1OC	nt	3	-2	-1	-4	1	0	0.9	-4
Cc1no[n+]([O-])c1COc1ccc(/C=N/n2nnnc2N)cc1	i	-14	-7	3	1	-3	-2	1.4	-11
CC1=C(C)CC(C(=O)NCC(=O)c2ccccc2)C(C(=O)O)C1 (centres undefined)	i	4	-5	3	-4	-1	-10	1.0	7
CC12CCC(C(=O)N3CCOCC3)([C@H](Br)C1=O)C2(C)C (some centres undefined)	i	10	-3	4	-5	-5	0	-0.3	0
O=C(NNC(=O)C12CC3CC(CC(C3)C1)C2)[C@@H]1C[C@H]1c1ccccc1	i	1	-3	0	-1	-4	3	-1.0	-11
COc1ccc(NC(=O)c2ccc3c(c2)OCCO3)cc1OC	i	9	-5	2	-3	-5	0	-0.6	-14
CCOC(=O)c1nnn(-c2nonc2-n2cccc2)c1CCl	i	0	-6	1	5	3	3	6.4*	-7
Clc1ncnc2scc(-c3ccccc3)c12	i	-7	-3	2	3	-1	-9	0.1	-7
CCCC(C)NC(=O)c1ccc(OCc2ccc(Cl)cc2)c(OC)c1 (centres undefined)	i	-1	-6	4	-1	3	-5	3.4	-6
CCN1CCN(CCC(=O)Nc2ccccc2OC)CC1	i	2	-2	1	-11	3	6	0.5	-2
Cc1ccc(Cn2nc(C)c(C(=O)N3CCN(S(=O)(=O)/C=C/c4ccccc4)CC3)c2C)cc1	i	3	-2	6	16	-1	-4	0.9	5
CN(C)C1=NC[C@H](Cc2ccccc2)N1CCc1cccc(F)c1	i	16	-1	2	-12	-2	8	0.1	-5
Cc1noc(C)c1C(=O)N1CCN(S(=O)(=O)c2cccc(Cl)c2Cl)CC1	i	-5	-8	-2	-6	-1	-8	0.3	2
Cc1ccccc1-c1csc(C(O)c2ccc(F)c(F)c2)n1 (centres undefined)	i	-20	-3	-1	11	-1	-3	0.7	-3
CCc1ccccc1NC(=O)c1nnn(CC(=O)Nc2cccc(C)c2)c1N	i	-30	-7	-2	-7	2	-9	1.6	7
C(=N\Nc1nc(N2CCCCC2)nc(N2CCCCC2)n1)/c1c[nH]c2ccccc12	i	7	-2	1	30	-6	-2	0.6	3
Cc1ccc(C)c(NC(=O)C2(C)CCCN2C(=O)C(C)C)c1 (centres undefined)	i	-23	3	2	-9	-3	-6	0.0	-2
CCN1CCN(c2cc(=O)n(C3CCCCC3)c(=O)[nH]2)CC1	i	6	-4	-3	-8	1	-2	0.2	-4
NC(=O)CSc1nnc(CNc2cccc(Cl)c2)n1CCc1ccccc1	i	-29	-7	4	-2	-2	-3	-0.5	4
CCOC(=O)C(NC(=O)Nc1cccc(C)n1)(OCC(F)(F)F)C(F)(F)F (centres undefined)	i	-3	-10	3	4	-4	2	-0.4	-1
CCCC(C(=O)NC1CCCC1)N(C(=O)Cn1nnc(-c2ccc(C)o2)n1)c1ccccc1OC (centres undefined)	i	14	-5	2	6	1	1	nt	-5
CCCc1nnc(NS(=O)(=O)c2ccc(OC)cc2)s1	i	-3	-16	4	-6	0	-2	0.8	-9
COc1cccc(-c2ccc(SCC(=O)NC3CCCCC3)nn2)c1	i	-4	-4	3	0	-1	-2	0.6	2
Cc1cccc(-c2nc(CS(=O)CC(=O)N3CCc4ccccc4C3)c(C)o2)c1 (centres undefined)	i	16	-2	-2	3	-6	2	nt	-3
CC(C)CCNC(=O)c1cc(S(=O)(=O)N2CCC3(CC2)OCCO3)ccc1F	i	-8	-2	0	0	1	6	-1.2	3
COCCCNC(=O)C1CCN(C(=O)c2oc3cc4sc(N(C)C)nc4cc3c2C)CC1	nt	-7	-3	-3	-4	1	1	3.2	2
Cc1ccc(/C=C2/Sc3ccc(C(=O)NCc4ccccn4)cc3NC2=O)cc1	nt	8	-2	-2	-7	1	0	-0.3	-34
CC(=O)OCC(=O)Nc1ccc([N+](=O)[O-])cc1Cl	i	-9	-7	-1	1	3	-9	0.4	3
Next compounds follow.
SMILES	Neddylation inh	SKN-1 inh	bovine MsrA act	Rin1-Abl PPI inh	FAS-TE inh	MT1-MMP act inh	eLon inh	MsrA inh	NRP1-CendR mod
O=C(Cn1cnc2c(nnn2Cc2ccccc2F)c1=O)NCC1CCCO1 (centres undefined)	i	18	-3	-3	-6	-4	3	0.6	-3
O=C(c1ccc2c3c(cccc13)CC2)N1CCOCC1	i	9	-2	-5	-5	3	-7	1.0	-6
N#C/C(N=Nc1ccccc1O)=N\Nc1ccccc1O	i	-4	-4	2	28	-50	-28	2.9	8
CC(=O)Nc1ccc(NC(=O)CCCc2c[nH]c3ccccc23)cc1	i	-5	0	3	-4	6	3	0.4	10
COc1ccccc1-c1nc(C#N)c(N2CCCCCC2)o1	nt	-2	-2	0	5	-5	-7	2.5	7
O=C(CCCn1cc([N+](=O)[O-])cn1)Nc1cccnc1	i	-7	-1	0	2	-2	-2	0.2	4
CCOC(=O)C1CCCN(Cc2ccc(OCC)cc2)C1 (centres undefined)	i	4	-1	0	-6	-3	5	-0.6	-7
CCC(C)N(C(=O)Cn1nnc2ccccc21)C(C(=O)NCc1ccco1)c1cccc(OC)c1 (centres undefined)	i	-4	-6	2	-1	1	-7	1.1	4
CC1(C(=O)NS(=O)(=O)C2CC2)CCN(C(=O)c2cc(F)cc(F)c2)C1 (centres undefined)	i	-9	-2	0	-7	-1	8	0.3	6
O=C(C[C@H]1C/C=C\CCCCC(=O)OC[C@H]2CCCN2C1=O)N[C@H](CO)Cc1ccccc1	i	3	-3	1	-8	-3	-9	-1.2	3

Entries of single compounds as entered above. Order of screens: Neddylation inh | SKN-1 inh | bovine MsrA act | Rin1-Abl PPI inh | FAS-TE inh | MT1-MMP act inh | eLon inh | MsrA inh | NRP1-CendR mod
O=C(Cn1cnc2c(nnn2Cc2ccccc2F)c1=O)NCC1CCCO1 (centres undefined) as listed: i | 18 | -3 | -3 | -6 | -4 | 3 | 0.6 | -3
CCOC(=O)C1CCCN(Cc2ccc(OCC)cc2)C1 (centres undefined) as listed: i | 4 | -1 | 0 | -6 | -3 | 5 | -0.6 | -7
N#C/C(N=Nc1ccccc1O)=N\Nc1ccccc1O as listed: i | -4 | -4 | 2 | 28 | -50 | -28 | 2.9 | 8
CC1(C(=O)NS(=O)(=O)C2CC2)CCN(C(=O)c2cc(F)cc(F)c2)C1 (centres undefined) as listed: i | -9 | -2 | 0 | -7 | -1 | 8 | 0.3 | 6
CC(=O)Nc1ccc(NC(=O)CCCc2c[nH]c3ccccc23)cc1 as listed: i | -5 | 0 | 3 | -4 | 6 | 3 | 0.4 | 10

(further entries)
SMILES	Neddylation inh	SKN-1 inh	bovine MsrA act	Rin1-Abl PPI inh	FAS-TE inh	MT1-MMP act inh	eLon inh	MsrA inh	NRP1-CendR mod
Fc1ccc(NC(=S)Nc2cccc3cnccc23)cc1	i	8	0	1	-1	-5	2	0.7	-13
O=C(NC1CC1)c1ccc2c(c1)N(Cc1ccc(Cl)cc1)CCS2	i	9	-4	-1	21	-9	0	2.0	9
CC(C)COC(=O)c1ccc(N2C(=O)c3ccccc3C2=O)cc1	i	10	7.9*	-2	2	0	-6	-1.3	12
CNC[C@H]1Oc2ccc(NC(=O)C3CCCCC3)cc2CC(=O)N([C@H](C)CO)C[C@@H]1C	i	-9	-5	4	-6	-9	-59	-0.1	-43
CCO[C@H]1OC(C(=O)N2CCN(C)CC2)=C[C@@H](c2ccc3c(c2)OCO3)[C@@H]1CCCO	i	26	-7	4	-13	2	-2	0.8	12
CC(=O)c1cc(CN2CCN(C3CCCCC3)C(CCO)C2)cs1 (centres undefined)	i	-12	-2	1	-8	1	4	0.8	-7
Cc1ccc(Oc2ccc(Cl)cc2NC(=O)c2cnccn2)cc1	i	-5	1	-3	6	3	-2	0.3	0
O=C(Nc1ccccc1[N+](=O)[O-])C1COc2ccccc2O1 (centres undefined)	i	6	-3	3	16	-1	-10	0.9	6
COc1ccc(Cl)cc1NC(=O)CSc1sc2c(O)cc(=O)[nH]c2c1C#N	i	12	-4	-4	-2	-1	-10	1.0	-34
COc1cccc(C2=CC(=O)C[C@H](c3ccc(Cl)cc3)C2)c1OC	i	15	0	-2	28	12	18	0.9	-4
COc1cc(C(=S)N2CCOCC2)ccc1OC(=O)Cc1ccc(F)cc1	i	7	-1	2	-5	2	0	-0.1	2
Cc1ccc(S(=O)(=O)n2c(C)nc3ccccc32)cc1	i	-11	-4	0	6	0	-6	-1.4	-4
Cc1occc1-c1nnc(SCC(=O)NCc2ccco2)n1CC(C)C	i	4	-11	2	-9	-2	-3	0.6	-31
O=C(c1ccco1)c1nnn(Cc2ccccc2)c1-c1ccccc1	i	-8	-12	1	16	-5	0	-0.1	15
